GLP-1R agonist: agonists of human GLP-1 receptor | P43220 | HEK293 GLP-1R CRE-luciferase, luminescence, 4-6 h; cells express a hypersensitive GLP-1R form | Potency, µM (top dose mostly 45.6 µM), inactives show at the top dose activation, usual class: activators | 380,000 tested, 0.007% active | AID 624172; note: potency is the fitted concentration of half-maximal effect; % of control where 0% means no effect
Target sequence (P43220 whole entry, looked up): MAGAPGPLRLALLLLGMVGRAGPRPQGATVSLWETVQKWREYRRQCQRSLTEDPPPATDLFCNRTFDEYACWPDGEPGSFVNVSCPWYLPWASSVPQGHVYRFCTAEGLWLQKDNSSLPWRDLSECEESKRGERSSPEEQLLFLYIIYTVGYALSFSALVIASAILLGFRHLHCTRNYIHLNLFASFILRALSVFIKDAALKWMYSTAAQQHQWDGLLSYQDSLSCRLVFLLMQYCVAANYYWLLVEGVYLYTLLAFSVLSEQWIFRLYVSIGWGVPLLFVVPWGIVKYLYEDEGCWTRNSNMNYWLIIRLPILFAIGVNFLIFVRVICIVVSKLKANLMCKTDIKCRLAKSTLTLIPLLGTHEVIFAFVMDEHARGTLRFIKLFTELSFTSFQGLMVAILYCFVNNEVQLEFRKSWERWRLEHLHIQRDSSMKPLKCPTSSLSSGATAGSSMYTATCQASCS
D3 ag: D3 dopamine receptor (human) agonism. P35462. 410,000 tested, 0.58% active. max activation, %. D3R DiscoveRx beta-arrestin cells, luminescence, 90 min; in the data active = max activation above about 30%; note: 0% is about no effect; mostly tested at two doses, the higher about 12 µM
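Agonist mode: compounds and dopamine controls were applied to plated cells for 90 min at 37 degrees C after an overnight attachment at 1500 cells/well. Luminescent read-out followed 30 - 60 minutes at room temperature with DiscoveRx detection reagent.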
aSyn yeast inh: rescues yeast growth from alpha-synuclein toxicity | Yeast expressing alpha-synuclein, growth rescue, BacTiter-Glo, 24 h | Potency, µM (doses to about 46.1 µM), inactives show at the highest dose growth rescue (activation), most hits filed as activators | 370,000 tested, 0.14% active | AID 652106; note: potency is the fitted concentration of half-maximal effect; % of control where 0% means no effect; nearly all actives have a fitted effect of over 65% in size
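Galactose-induced alpha-syn yeast (OD600=0.02, raffinose-pregrown) + pinned cpd, 24 hr, 30 deg C; growth by BacTiter-Glo luminescence. Growth restoration scores as activation.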
D3 antag: blocks the human D3 dopamine receptor; max response, negative = inhibition, %; 360,000 tested, 2.5% active; P35462; D3R cells, DiscoveRx beta-arrestin luminescence, antagonist mode; stronger effect = lower value; in the data active = max response below about -50%; inconclusive = no clear call, values can overlap the other calls; note: % is set by controls: 0 for no effect and ±100 for the full control effect; mostly tested at two doses, the higher about 12 µM
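Cells expressing the human receptor were seeded at 1500 cells/well, incubated overnight at 37 degrees C in 5% CO2, then exposed to library compounds with dopamine controls for 90 minutes at 37 degrees C before luminescent detection.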
KB-V1 MDR tox: kills drug-selected multidrug resistant KB-V1 cells. KB-V1 MDR cells viability, CellTiter-Glo, 72 h. Potency, µM (titrated, usually from 46.1 µM), inactives show top-dose activity change, negative = cytotoxicity, hits mostly cytotoxic. 400,000 tested, 3.4% active; note: potency is the fitted concentration of half-maximal effect; % is set by controls: 0 for no effect and ±100 for the full control effect; nearly all actives have a fitted effect of over 60% in size
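Readout: CellTiter-Glo luminescence, 10 min after addition. Cells: KB-V1 MDR subline, 72 h at 37 degrees C with compound. Analysis: corrected, normalized data fitted to concentration-effect curves.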
PTHR1 ag: PTHR1 (human) receptor agonism; Q03431; HEK293 GP2 PTHR1 cells, GloSensor cAMP luminescence, 1 h; 410,000 tested, 0.075% active; Potency, µM (doses to about 115 µM), for the others: at the top dose activation, most hits filed as activators; note: potency is the fitted concentration of half-maximal effect; nearly all actives have a fitted effect of over 55% in size; some results filed as inactive show a strong effect at the top dose; inactives centre near -15; many of its hits are not listed in these tables
Target sequence (Q03431 whole entry, looked up): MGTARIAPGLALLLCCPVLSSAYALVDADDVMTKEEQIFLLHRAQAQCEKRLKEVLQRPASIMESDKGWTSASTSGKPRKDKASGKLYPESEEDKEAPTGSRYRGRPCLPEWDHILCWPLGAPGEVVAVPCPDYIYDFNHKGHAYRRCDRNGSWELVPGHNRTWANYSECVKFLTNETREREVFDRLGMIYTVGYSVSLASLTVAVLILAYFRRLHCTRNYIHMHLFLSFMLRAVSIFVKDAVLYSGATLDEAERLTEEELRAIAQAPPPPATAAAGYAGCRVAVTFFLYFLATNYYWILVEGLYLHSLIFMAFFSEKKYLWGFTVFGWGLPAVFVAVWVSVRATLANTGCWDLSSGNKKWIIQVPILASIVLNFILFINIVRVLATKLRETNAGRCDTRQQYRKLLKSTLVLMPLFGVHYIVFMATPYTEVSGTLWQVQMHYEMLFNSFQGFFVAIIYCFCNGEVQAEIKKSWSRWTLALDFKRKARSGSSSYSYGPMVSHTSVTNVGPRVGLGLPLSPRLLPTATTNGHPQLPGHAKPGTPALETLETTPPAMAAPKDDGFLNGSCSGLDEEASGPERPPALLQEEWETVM
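HEK-293-derived GP2 cells expressing PTHR1 and a GloSensor cAMP reporter, 3,000/well, plated overnight, given luciferin plus IBMX (each 0.5 mM as added) for 1 h at 37 °C, then compound for 1 h at 37 °C. Luminescence was read after 15 min at room temperature.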
GLP1R inv ag: acts as inverse agonist at human GLP-1 receptor; Potency, µM (doses to about 38.3 µM), for inactives: at the top dose activity change, negative = inhibition, usual class: inhibitors; HEK293 GLP-1R CRE-luciferase, luminescence, 24 h; GLP-1R form is constitutively active; P43220; 410,000 tested, 1.6% active; note: potency is the fitted concentration of half-maximal effect; % is set by controls: 0 for no effect and ±100 for the full control effect; nearly all actives have a fitted effect of over 55% in size
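Stable HEK293 clone (constitutively active GLP-1R + cAMP-response luciferase); 200 cells/uL plated, 12 h pre-culture, compound 24 hr, 37 deg C/5% CO2; detection reagent 12 min RT; luminescence.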
TDP43 rescue: TDP-43 toxicity inhibition in yeast | 410,000 tested, 1.8% active | Potency, µM (series often up to 46.1 µM), without a hit: top-dose growth rescue (activation), actives largely listed as activators | AID 652104 | TDP-43 expressing yeast growth rescue, BacTiter-Glo, 24 h; note: potency is the fitted concentration of half-maximal effect; % of control where 0% means no effect; nearly all actives have a fitted effect of over 50% in size
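Galactose-induced TDP-43 yeast, OD600=0.02, compound pinned; 24 hr, 30 deg C; BacTiter-Glo luminescence for growth. Inhibitors of TDP-43 toxicity read as activators.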
HEK293 tox: cytotoxic in the GLP-1 receptor inverse agonist counter-screen. HEK293 cAMP-luciferase reporter cells, luminescence, 24 h. Potency, µM (highest dose often 38.3 µM), for inactives: top-dose activity change, negative = inhibition, hits mostly inhibitors. 410,000 tested, 0.13% active;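 note: loss of luciferase light is scored as toxicity; potency is the fitted concentration of half-maximal effect; % is set by controls: 0 for no effect and ±100 for the full control effect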
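Here, cytotoxicity is scored as loss of luminescence. The MLSMR collection was tested on cells seeded in medium containing 10% Nu serum, with a 24 hr compound exposure preceded by 12 hours of culture.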
* marks the source's active call; other numbers are inactive results; i = inactive; ? = inconclusive; . = not tested or not shown; & = joins results of further samples; [ ] = dose if it differs, or a comment. Unless noted, calls come from the whole dose curve; as a rule, active = well fitted curve in the direction sought with a large enough effect; inconclusive = small, poorly fitted or top-dose-only effect, or another doubt; inactive = no such curve, though single readings can be large; an effect the other way counts as inactive or inconclusive. Some of the compounds tested (hit frequency here may not be typical).

1. COc1ccc(Oc2c(Cl)cnn(-c3ccc(F)cc3)c2=O)cc1
2. Cc1ccc2c(c1)-c1c(cnn1CC(=O)Nc1ccccc1C#N)CO2
3. C=CCn1c(SCc2ccc(C#N)cc2)nnc1-c1ccccc1
4. COc1ccc(F)c(CN2CCC(n3nccc3NC(=O)CCCc3ccccc3)CC2)c1
5. Oc1c(Cl)cc(Cl)cc1/C=N/c1nccs1
6. O=C(CN1C(=O)CCSc2ccc(S(=O)(=O)N3CCCC3)cc21)Nc1cccc(Cl)c1

Screen / compound no.	1	2	3	4	5	6
GLP-1R agonist	-23%	.	4%	9%	-9%	.
D3 ag	-1	-9	5	2	-15	-12
aSyn yeast inh	-7%	.	-7%	-4%	-12%	.
D3 antag	-13	.	6	4	0	.
KB-V1 MDR tox	1%	-16%	9.2µM*	.	-21%	.
PTHR1 ag	-15%	i	.	i	-45%[inhibitor][57.5 µM]	-17%
GLP1R inv ag	-27%	-9%	-8%	?	6%	-25%
TDP43 rescue	24%	18%	22%	14%	-5%	14%
HEK293 tox	?	-11%	-11%	-22%	25%	-9%

7. Cc1ccc(CN2CCc3nc(SCC(=O)Nc4cccc(C)c4C)[nH]c(=O)c3C2)cc1
8. CCCc1cc(C(=O)OC)c(NC(=O)CCC(=O)O)s1
9. COc1ccc(NC(=O)c2cc3cc(OC)ccc3oc2=N)cc1
10. CC(NC(=O)c1cccnc1)C(=O)O (stereo not given)
11. Cc1[nH][nH]c(=O)c1C(c1ccc(N(C)C)c(Br)c1)c1c(C)[nH][nH]c1=O
12. COc1ccc(Cl)c(OC)c1C(=O)NC(=O)Nc1c(F)cc(F)cc1F

Screen / compound no.	7	8	9	10	11	12
GLP-1R agonist	.	2%	-4%	-7%	0%	8%
D3 ag	-9	-4	-1	2	13	-5
aSyn yeast inh	.	8%	-9%	0%	0%	6%
D3 antag	.	-14	-16	2	-9	-4
KB-V1 MDR tox	16%	17%	-7%	2%	13%	-29%
PTHR1 ag	-69%	-9%	-38%[inhibitor]	i	i	-1%
GLP1R inv ag	8%	14%	8%	9%	5%	?
TDP43 rescue	13%	?	4%	-15%	-13%	16%
HEK293 tox	12%	-6%	13%	11%	-8%	-3%

13. COc1ccccc1NC(=O)CCC(=O)Nc1cc(OC)c(NC(=O)c2cccs2)cc1OC
14. CC(C)OC(=O)Cn1nc(C(F)(F)F)c2c1CCCC2
15. COc1ccnc(Oc2ccccc2)c1C(=O)N/C=N/OCc1ccccc1
16. Cc1cc(C(=O)CSc2nnnn2-c2ccccc2)c(C)n1CCc1ccccc1
17. O=C(NCc1cccnc1)c1ccc2sc([C@@H]3O[C@H](CO)[C@H](O)[C@H](O)[C@H]3O)nc2c1
18. O=C(Nc1ccccc1Cl)N1C2CCC1CC(O)(c1cccnc1)C2 (stereo not given)

Screen / compound no.	13	14	15	16	17	18
GLP-1R agonist	6%	6%	20%	-5%	-8%	-5%
D3 ag	-11	10	-1	13	-5	6
aSyn yeast inh	23%	12%	5%	1%	-4%	5%
D3 antag	18	8	13	-2	-55*	12
KB-V1 MDR tox	?	?	-8%	3%	-1%	3%
PTHR1 ag	i	i	-74%[inhibitor]	-3%	-16%	i
GLP1R inv ag	-19%	-12%	-17%	-18%	10%	-2%
TDP43 rescue	21%	-3%	10%	14%	13%	12%
HEK293 tox	-3%	-12%	-6%	-8%	-6%	-15%

19. COc1ccc(NC(=O)C(c2ccc(OC)cc2)n2c(=O)c(-c3cc4ccccc4[nH]3)nc3ccccc32)cc1 (stereo not given)
20. CC(C)n1c(NCCO)nc2ccccc21
21. CCC1(CC)CNC(=O)NC1=O
22. N#CNC(=Nc1ccccc1)SCc1ccc(C(=O)O)cc1
23. Cc1ccc(C(=O)/C=C/Nc2ccc(S(=O)(=O)Nc3cc(C)nc(C)n3)cc2)cc1
24. C[C@H](c1ccccc1)N1C[C@@H](COCc2ccccc2)Oc2cc(N3CCC[C@H]3CO)ccc2S1(=O)=O

Screen / compound no.	19	20	21	22	23	24
GLP-1R agonist	.	8%	-2%	0%	-7%	1%
D3 ag	6	3	-1	4	5	1
aSyn yeast inh	17%	4%	0%	1%	1%	13%
D3 antag	26	11	-11	-12	15	18
KB-V1 MDR tox	-4%	2%	-8%	1%	.	-27%
PTHR1 ag	i	-19%	i	i	-18%	i
GLP1R inv ag	?	-13%[7.66 µM]	3%	21%	0%	?
TDP43 rescue	13%	16%[9.22 µM]	14%	4%	19%	0%
HEK293 tox	389%[activator]	-1%[7.66 µM]	1%	-3%	6%	-8%

25. CCCCOc1ccccc1C1CC(=O)Nc2cc(OC)c(OC)cc21 (stereo not given)
26. CC(C(=O)N1CCOCC1)c1ccccc1 (stereo not given)
27. O=C(Nc1ccc(Br)cc1)c1cnccn1
28. O=C(Cn1ccc2ccccc2c1=O)N1CCN(c2cccc(Cl)c2)CC1
29. COc1ccccc1NC(=O)c1cc([N+](=O)[O-])ccc1NCCN1C(=O)CCC1=O
30. O=C(Cn1ccc2cc(S(=O)(=O)N3CCCCCC3)ccc21)NCc1cccc(Cl)c1

Screen / compound no.	25	26	27	28	29	30
GLP-1R agonist	4%	-5%	3%	-15%	10%	.
D3 ag	-2	-8	3	0	1	-17
aSyn yeast inh	.	-5%	-9%	8%	-1%	.
D3 antag	.	-27	4	?	7	.
KB-V1 MDR tox	-2%	?	-28%	11%	-19%	.
PTHR1 ag	-19%	-6%	-24%[57.5 µM]	-18%	i	-26%
GLP1R inv ag	5%	7%	30%	-20%	23%	?
TDP43 rescue	27%	-9%	?	28%	3%	-8%
HEK293 tox	4%	0%	28%	-13%	-2%	-12%

Retrieved one by one from above (3):
26. CC(C(=O)N1CCOCC1)c1ccccc1 (stereo not given)
29. COc1ccccc1NC(=O)c1cc([N+](=O)[O-])ccc1NCCN1C(=O)CCC1=O
25. CCCCOc1ccccc1C1CC(=O)Nc2cc(OC)c(OC)cc21 (stereo not given)

Screen / compound no.	26	29	25
GLP-1R agonist	-5%	10%	4%
D3 ag	-8	1	-2
aSyn yeast inh	-5%	-1%	.
D3 antag	-27	7	.
KB-V1 MDR tox	?	-19%	-2%
PTHR1 ag	-6%	i	-19%
GLP1R inv ag	7%	23%	5%
TDP43 rescue	-9%	3%	27%
HEK293 tox	0%	-2%	4%

More records:
31. COc1ccc(CN(C)C(=O)c2ccc(NC(=O)CC3SC(N4CCCC4)=NC3=O)cc2)c(OC)c1 (stereo not given)
32. CC(C)c1cc(Cn2c3ccccc3c(=O)n2C(C)Cn2cc(-c3ccc(C(C)(C)C)cc3)nn2)on1 (stereo not given)
33. CNC(=S)Nc1ccc(Br)cc1
34. N#Cc1c(NC(=O)c2cc3nc(-c4ccc(Br)cc4)cc(C(F)(F)F)n3n2)sc2c1CCCC2
35. COC(=O)c1ccccc1NC(=O)N1CCN(c2ccc(F)cc2)CC1
36. O=C(Nc1ccc(OC(F)F)c(Cl)c1)Nc1ccc2c(c1)OCO2

Screen / compound no.	31	32	33	34	35	36
GLP-1R agonist	22%	.	-1%	.	13%	-12%
D3 ag	0	7	0	3	-4	-5
aSyn yeast inh	1%	-8%	0%	.	-13%	-10%
D3 antag	-11	-17	5	.	5	-5
KB-V1 MDR tox	0%	?	?	.	-25%	?
PTHR1 ag	-11%	-5%	i	4%	-20%	-49%[inhibitor]
GLP1R inv ag	62%[activator]	19%	6%	9%	-26%	?
TDP43 rescue	0%	0%	0%	22%	?	1%
HEK293 tox	0%	1%	-12%	16%	-4%	?

37. COc1ccc(-c2ccc(CO)o2)cc1N
38. O=S(=O)(c1ccc(F)cc1)N1CCN(CC(O)COCc2ccccc2)CC1 (stereo not given)
39. Cc1cccc(/C=N/NC(=O)c2cc(C)nc3ccccc23)n1
40. O=C(Nc1cnn(C23CC4CC(CC(C4)C2)C3)c1)c1cnn2c(C(F)(F)F)cc(-c3ccco3)nc12
41. CC(=O)Nc1nc(-c2ccc(Cl)cc2)nc(C)c1C(C)=O
42. CCCCNC(=O)C1CCCN(S(=O)(=O)c2ccc(S(=O)(=O)NCC(C)C)cc2)C1 (stereo not given)

Screen / compound no.	37	38	39	40	41	42
GLP-1R agonist	10%	-3%	-4%	0%	-21%	3%
D3 ag	2	0	-3	-5	-6	10
aSyn yeast inh	2%	-1%	4%	-9%	0%	-10%
D3 antag	5	-10	-13	-18	?	9
KB-V1 MDR tox	11%	21µM*	?	8.2µM*	-8%	-4%
PTHR1 ag	i	-19%	-5%	-7%[57.5 µM]	-34%[inhibitor][57.5 µM]	-3%
GLP1R inv ag	-24%	-1%	3%	7%	?	-29%
TDP43 rescue	9%	19%	9%	-23%	35µM*	-19%
HEK293 tox	12%	0%	-8%	-15%	1%	-13%

43. Cc1cc(NS(=O)(=O)c2ccc(NC(=S)NC(=O)c3ccc(C(C)(C)C)cc3)cc2)no1
44. COC(=O)Nc1nc2ccc(Sc3ccccc3)cc2[nH]1
45. O=C(Nc1cc(S(=O)(=O)N2CCCCC2)ccc1Cl)c1ccccc1NS(=O)(=O)c1ccc(F)cc1
46. CCn1c(SCC(=O)Nc2ccc3[nH]c(=O)[nH]c3c2)nc2ccccc21

Screen / compound no.	43	44	45	46
GLP-1R agonist	-8%	2%	-11%	24%
D3 ag	9	-21&-17	2	-3
aSyn yeast inh	-1%	2%	0%	-7%
D3 antag	-7	-5	0	2
KB-V1 MDR tox	23µM*	1.2µM*	?	1%
PTHR1 ag	-26%	-12%	i	i
GLP1R inv ag	23%	1.1µM*	2.8µM*	27%
TDP43 rescue	3%	0%	21%	13%
HEK293 tox	-17%	-29%	?	?
